Compound activity deposited in PubChem BioAssay by several laboratories.
5HT1E ag: 5-HT1E receptor agonists, primary screen, cell-based, HTS. CHO 5-HT1E Ga15 NFAT-bla reporter, FRET; 0% DMSO wells, 100% control agonist wells. activation, % at 6 µM. hit rate 0.69% among 65,000;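 active = activation above a set limit, the screen-wide mean activation plus 3 SD, cut at about 8.5% in these data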;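 note: 100% = positive control agonist at 1 µM giving full maximal response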
Target sequence (P28566 whole entry, looked up): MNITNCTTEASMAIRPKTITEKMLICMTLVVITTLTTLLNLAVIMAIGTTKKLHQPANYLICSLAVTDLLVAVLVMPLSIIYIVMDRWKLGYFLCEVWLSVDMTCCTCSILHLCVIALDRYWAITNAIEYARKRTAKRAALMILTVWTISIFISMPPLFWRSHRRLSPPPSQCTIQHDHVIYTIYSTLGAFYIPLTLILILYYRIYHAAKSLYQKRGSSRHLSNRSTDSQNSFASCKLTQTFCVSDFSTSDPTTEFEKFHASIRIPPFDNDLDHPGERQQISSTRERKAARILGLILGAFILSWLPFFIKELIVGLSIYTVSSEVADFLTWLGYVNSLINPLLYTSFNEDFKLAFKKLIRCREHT
Abs 340nm: compound light absorbance at 340 nm, profiling panel, artefact control, biochemical, MLSMR library, data from PS, PMK, MK assays; compound absorbance at 340 nm, fold over control; fold change at 10 µM; 65,000 tested, under 10 active;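 active = at 10 µM dose, initial 340 nm absorbance at least 2 fold that of control wells; inactive = change under 2 fold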;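 note: initial absorbance extrapolated from kinetic A340 decline of NADH oxidation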
Her2 expr inh: inhibitors of Her2 protein expression, primary screen, SKBR-3 cells, AlphaScreen, 66K library; Receptor tyrosine-protein kinase erbB-2 (Homo sapiens), P04626; SKBR-3 HER2 protein level, 18-24 h; hits give low values; HER2 level % of control, % at 10 µM; hit rate 0.69% among 65,000; AID 645, 2007;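 active = HER2 level under 5% of the carrier-only control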;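 note: 100% = DMSO carrier and 0% = 500 nM PU-H71 HSP90 inhibitor; lower value means stronger loss of Her2 protein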
S1P1 ag-PAM: S1P1 agonists and agonism potentiators, primary screen, cell-based, primary and confirmation screens, CRE-bla reporter; Sphingosine 1-phosphate receptor 1 (Homo sapiens), P21453; S1P1 CRE-bla cells, forskolin, beta-lactamase FRET, potentiator mode; S1P1 agonist co-added at EC20, 2 nM; 100% = saturating reference agonist, 0% = basal; activation, % at 9.5 µM; hit rate 0.57% among 56,000;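 active = activation above a cutoff set at the mean activation of all tested compounds plus 3 SD, cut at about 54% in these data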;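 note: forskolin at 4 µM as EC80 and the EC20 agonist is SEW2871; 100% = SEW2871 at its EC100 plus forskolin at EC80; some compounds past the cut are filed as inactive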
MMP13 inh: human MMP13 inhibitors, primary screen, biochemical, FRET peptide cleavage; Collagenase 3 (Homo sapiens), P45452; AID 570, 2006; hit rate 0.07% among 65,000; inhibition, % at 4 µM; MMP-13 fTHP FRET cleavage, Mca fluorescence;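 active = inhibition above the mean of compound-free control plate wells plus 3 SD, cut at about 14% in these data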;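 note: 0% = DMSO wells and 100% = wells with reference MMP-13 inhibitor after basal subtraction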
5-HT1A blocker: human 5-HT1a receptor antagonists, primary screen, cell-based, CHO, Ga15 NFAT-bla reporter; CHO 5-HT1a Ga15 NFAT-bla reporter, antagonist mode; 5-hydroxytryptamine receptor 1A (Homo sapiens), P08908; hit rate 0.68% among 62,000; inhibition, % at 10 µM;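 active = inhibition above the mean of all tested compounds plus 3 SD, cut at about 43% in these data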;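 note: receptor stimulated by 5-CT agonist at 100 nM near EC80; beta-lactamase reporter measured by ratiometric fluorescence of a cleavable substrate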
HTR1E antagonist: 5-HT1E receptor antagonists, primary screen, cell-based, HTS; CHO 5-HT1E Ga15 NFAT-bla reporter, FRET, antagonist; inhibition, % at 6 µM; 5-hydroxytryptamine receptor 1E (Homo sapiens), P28566; hit rate 0.99% among 65,000;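 active = inhibition above a set limit, the mean inhibition across every tested compound plus 3 SD, cut at about 29% in these data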;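 note: signal is the 460 over 535 nm emission ratio of beta-lactamase substrate; 0% = agonist plus DMSO wells and 100% = wells without agonist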
S1P3 agonist: human S1P3 receptor agonists, primary screen, cell-based, primary and confirmation, NFAT-BLA reporter; S1P3 NFAT-BLA reporter cells, agonism, FRET ratio; relative to 1 µM S1P, basal subtracted; activation, % at 4.5 µM; hit rate 0.1% among 60,000; AID 373, 2006;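 active = activation above the screen-wide mean plus 3 SD, cut at about 4.5% in these data, passing the limit was not always enough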; note: some compounds called inactive have numbers as strong as hits
Target sequence (Q99500 whole entry, looked up): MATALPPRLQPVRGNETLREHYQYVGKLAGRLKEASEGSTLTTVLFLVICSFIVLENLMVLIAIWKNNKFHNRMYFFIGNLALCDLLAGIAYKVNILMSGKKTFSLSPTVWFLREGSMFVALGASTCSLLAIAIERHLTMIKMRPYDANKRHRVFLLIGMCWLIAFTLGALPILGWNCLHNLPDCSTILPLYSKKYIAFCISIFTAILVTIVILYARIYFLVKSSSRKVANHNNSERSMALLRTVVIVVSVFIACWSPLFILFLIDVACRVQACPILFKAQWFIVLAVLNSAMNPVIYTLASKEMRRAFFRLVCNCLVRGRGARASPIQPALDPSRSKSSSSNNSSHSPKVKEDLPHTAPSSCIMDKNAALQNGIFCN
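Assay system: CHO cells stably expressing human S1P3, Gα16 and NFAT-β-lactamase reporter. Timing: overnight plating, 4 h compound 37 °C, 2 h substrate RT. Signal: β-lactamase FRET emission ratio 460/535 nm. Measure: percent activation versus median 1 µM S1P response, basal-subtracted, per plate. Repeats: primary screen single test, confirmation screen in triplicate.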
Autofluor 339: intrinsic fluorescence of library compounds, ex339/em460 – biochemical, MLSMR library, data from DPM-DC assay, artefact control, profiling panel | compound autofluorescence, ex339/em460 nm, NADH buffer; hits give high values; 1 = no-compound wells, NADH background | fluorescence fold increase at 10 µM | hit rate 5.5% among 65,000 | AID 709, 2007;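 active = at 10 µM, mean starting fluorescence two-fold or more over control wells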;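 note: signal is the first read of a kinetic run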
Starred values were filed as active, the others as inactive; x = no result given; [ ] = remark or other dose.

5HT1E ag	Abs 340nm	Her2 expr inh	S1P1 ag-PAM	MMP13 inh	5-HT1A blocker	HTR1E antagonist	S1P3 agonist	SMILES	Autofluor 339
-0.8	1	46	5	-3	19	0	-1.5	Oc1ccc(Cl)cc1-c1cc(-c2ccccc2)n[nH]1	1
0.1	1	87	0	-3	-17	-21	-0.5	CCOc1cc(NC(=O)C2CCCCC2)c(OCC)cc1NC(=O)c1ccco1	1.4
0.2	0.98	114	16	4	6	-1	0.5	O=C(COC(=O)COc1ccc(Nc2ccccc2)cc1)NCc1ccco1	1
1.0	1	85	-20	5	-10	0	-1.1	CCC(=O)c1ccc(OCC(O)CN(C)C2CCCCC2)cc1 (configuration not stated)	1.1
-2.5	1	94	11	-15	-2	19	-1.4	CN1C(=O)c2oc3ccc(Br)cc3c(=O)c2C1c1ccncc1 (configuration not stated)	1
0.0	1	65	-10	4	11	-3	-0.4	COc1ccccc1C(=O)Nc1ccc2c(c1)OCCO2	1.2
-0.9	1	82	15	-1	4	13	-0.9	COc1cccc(-c2cc(C(=O)Nc3cc(C)on3)no2)c1	1.1
-0.3	0.96	116	-8	-2	-13	-9	0.5	COCC(C)NC(=O)C1CC(=O)N(c2ccc(C)cc2)C1 (configuration not stated)	1
-0.7	1	70	x	4	-4	-5	-0.6	CC(=O)Nc1ccc(S(=O)(=O)N2CCN(C(=O)N3CCCCCC3)CC2)cc1	1.1
0.1	1.1	100	-13	-2	-11	-13	-0.7	CC1(C)C(=O)C2(CCCCC2)C(=O)OC1c1ccc(O)cc1 (configuration not stated)	1.1
1.0	1.1	97	-20	1	-5	3	0.2	CC(C)c1ccc2c(c1)C(=O)NC(C)(C)C2	1.1
0.7	1	89	x	7	-6	5	-0.9	CCCCC(=O)Nc1ccccc1C#N	1.1
0.6	1.1	102	-22	0	0	-1	0.7	O=C(CCn1c(=O)sc2ccccc21)NCCN1CCOCC1	1
-0.7	1	116	3	-4	-9	-17	-0.6	CC(=O)N1CCCc2cc(S(=O)(=O)N3CCN(c4ccccn4)CC3)ccc21	1.2
0.6	1.1	56	18	-3	1	1	-0.1	O=c1cc(CSc2nnc(-c3cccs3)n2Cc2ccccc2)nc2sc3ccccc3n12	1.2
1.3	1	105	-3	2	-12	-12	-0.8	CC1CCc2nn(CC(=O)NCCCN3CCCCC3)cc2C1 (configuration not stated)	1.1
-1.0	1	132	8	-1	16	5	-1.5	COc1ccc(-c2nnc(SCC(=O)c3ccc(C)o3)o2)cc1	1.1
0.9	1.1	100	-16	1	7	-6	0.5	Cc1noc(C)c1S(=O)(=O)N1CCC(C(=O)N2CCC(N3CCCCC3)CC2)CC1	1
-0.9	1.1	86	-4	-48	0	-1	-0.9	CCOC(=O)N1CCN(C(=O)c2cn(CCOC)c(=O)c3c2c2ccccc2n3C)CC1	4.3*
-0.8	1	113	-11	-1	17	12	-1.8	CCOC(=O)CNC(=O)CSc1nc2nc(C)c(Br)cc2[nH]1	1.1
-0.7	0.98	98	4	-2	-1	1	-0.2	Cc1ccc(CNC(=O)CCCn2c(=O)[nH]c3ccccc3c2=O)cc1	1.1
0.7	1	92	14	-14	-10	-1	-0.2	COCCNC(=O)C(c1ccc(C)o1)N(C(=O)c1snc(C(N)=O)c1N)c1ccc(C)cc1 (configuration not stated)	1.5
0.2	1.1	91	x	-1	11	-8	-0.5	O=C(c1ccco1)N1CCN(S(=O)(=O)c2ccc(F)cc2)CC1	1.1
-0.6	1	85	-26	-7	-7	-15	-0.3	Cc1cc2ccccc2c(=O)n1CC(=O)N(C)c1ccc(F)cc1	1.3
-0.1	1.1	103	x	-2	5	4	0.2	CCOCCCNC(=O)CN(Cc1ccc(Cl)cc1)S(C)(=O)=O	1.1
-0.8	1	131	-20	-1	14	-6	-0.3	CC(C)OC(=O)C(NC(=O)c1ccccc1)=C1CCCCC1	1.1
0.0	0.99	50	x	3	-16	-5	x	S=C1SCN(Cc2ccccn2)CN1Cc1ccco1	1.1
1.4	1	89	-8	-7	-50	14	-2.9	Cc1cc(Nc2ccc(C)c(Br)c2)n2nc(C)nc2n1	1
-1.4	1	60	-4	-4	5	-9	-0.9	COc1ccc(N(C(=O)COc2ccccc2)C2C=CS(=O)(=O)C2)c(OC)c1 (configuration not stated)	1.1
0.1	1	95	14	1	-2	0	0.0	CC1(c2ccccc2)NC(=O)N(CC(=O)Nc2cccc(C#N)c2)C1=O (configuration not stated)	1.3
0.5	1	75	-1	0	-10	1	-0.3	O=C(c1ccco1)N1CCC(c2ccccc2)C1 (configuration not stated)	1.1
2.0	1.1	86	-2	4	-6	-5	-1.2	CCCOc1ccc(C(=O)Nc2cc(-c3nn4c(C)nnc4s3)ccc2C)cc1	1.1
0.0	1	81	4	-2	-2	-10	-0.8	COc1ccc(C(=O)N2CCN(S(=O)(=O)c3ccccc3)CC2)c(OC)c1	1.1
0.4	1	34	-2	-3	x	-8	-3.4	CCOC(=O)c1c(C)n(C)c2ccc(OC)c(NC(=O)CN3CCC4(CC3)OCCO4)c12	1
-0.1	1	105	x	0	24	4	x	O=C(Nc1ccc(-n2nncc2-c2ccco2)cc1)c1ccc(F)cc1	1.1
0.3	1	-17*	6	-5	40	11	0.8	C=C(C)COc1ccc(-c2[nH]ncc2Oc2ccccc2OCC)c(O)c1	1.1
-0.6	1.1	92	2	2	4	21	-1.0	CC1CCc2cc(F)ccc2N1C(=O)c1cc2nc(-c3ccco3)cc(C(F)(F)F)n2n1 (configuration not stated)	1.6
0.3	1	109	x	4	-5	-4	x	CCOC(=O)N1CCN(Cc2ccccn2)CC1	1.1
0.0	0.98	105	-1	-15	-9	-7	0.2	COC(=O)c1ccccc1NC(=O)c1noc2c1CC(C(C)(C)C)CC2 (configuration not stated)	1.2
-0.7	1	85	-14	2	13	-8	-1.1	CCOCCOc1nc2c(c(=O)n(C)c(=O)n2C)n1Cc1ccc(C)cc1	1.1
-0.9	0.99	113	-7	-3	-10	-6	0.1	Cc1cc(C)nc(N2C(=O)CC(C(C)c3ccccc3)C2=O)n1 (configuration not stated)	1.1
0.9	1	156	-18	-4	-11	1	0.7	Cc1cc(C)n(CCn2nc(C)cc2C)n1	1.1
-0.2	1.1	104	-20	-8	-8	-6	-0.7	O=C(NCCO)c1ccc(Cl)c(Cl)c1	0.83
0.2	1.1	107	-20	6	-4	13	-0.6	CCOC(=O)c1c(-c2ccncc2)csc1N	1.1
-0.3	1.1	110	4	4	x	14	-4.6	CC1(C)Cc2c(C#N)c(SCC(=O)c3ccccc3)nc(N3CCOCC3)c2CS1	1.1
-0.5	1	121	-23	3	-6	-10	-1.3	CC(C)C(NC(=O)OCc1ccccc1)C(=O)OCC(=O)N1CCCCC1 (configuration not stated)	1.1
-0.3	1	121	x	5	4	10	-1.1	O=C(Nn1cnnc1)c1ccccc1CCc1ccccc1	1.1
-0.1	1	86	3	2	-7	5	-0.9	CC(=O)c1cc(C)ccc1OC(=O)c1cccnc1	1.1
1.0	1.1	238	17	-240[fluorescence artefact?]	x	-26	-1.6	CCOC(=O)c1[nH]c2cc3c(cc2c1NC(=O)CN1CCc2ccccc2C1)OCO3	2.3*
-0.4	1	78	8	7	16	1	-0.6	Cc1cc(C(=O)N2CCN(c3cccc(Cl)c3)CC2)c(C)o1	1.1

An excerpt from above, showing only HTR1E antagonist and MMP13 inh.
| molecule | HTR1E antagonist | MMP13 inh |
| --- | --- | --- |
| COC(=O)c1ccccc1NC(=O)c1noc2c1CC(C(C)(C)C)CC2 (configuration not stated) | -7 | -15 |
| CCOCCOc1nc2c(c(=O)n(C)c(=O)n2C)n1Cc1ccc(C)cc1 | -8 | 2 |
| Cc1cc(C)nc(N2C(=O)CC(C(C)c3ccccc3)C2=O)n1 (configuration not stated) | -6 | -3 |

Going on with the list.
5HT1E ag	Abs 340nm	Her2 expr inh	S1P1 ag-PAM	MMP13 inh	5-HT1A blocker	HTR1E antagonist	S1P3 agonist	SMILES	Autofluor 339
0.1	1	77	-18	3	-12	-2	-0.6	CCCCn1c(CCNC(=O)CCC)nc2ccccc21	1.1
-1.2	1	114	8	-1	1	6	-1.1	CCCCC(NC(=O)c1ccc(Cl)cc1)C(=O)O (configuration not stated)	1.1
-0.3	1	105	2	4	8	-11	-2.4	CCOc1cc(/C=N/O)cc(Br)c1OC	1.1
1.7	1.1	98	-16	-11	2	6	-0.2	CCOC(=O)CN=C1CC(C)(C)CC2=C1Sc1ncnc(N(C)C)c1N2	1.1
0.4	1	84	x	4	2	-1	-0.8	CC(CC(=O)NCc1ccccc1)C1CCCO1 (configuration not stated)	1
0.3	1	79	-12	-4	-7	-8	-0.3	COC(=O)c1cc(Br)c(=O)n(-c2ccc(C(C)=O)cc2)c1	1.1
0.2	1	x	x	5	-3	8	-0.2	COc1ccc(S(=O)(=O)N(C)CC(=O)NCc2cccnc2)cc1C	1.1
0.5	1.1	94	-29	-14	14	13	-0.6	CCCCNc1cc(NC(C)=O)cc2cc(OC)c(OC)cc12	2.1*
-0.7	0.98	79	-12	-1	19	5	-1.2	CCS(=O)(=O)c1nc2ccccc2n1Cc1ccccc1Cl	1
0.2	1	112	10	-2	-10	-2	-0.2	CCN(CC)c1nc(N)c2c(N)n(-c3ccccc3C)c(=S)c(C#N)c2c1C#N	1.8
0.0	1	101	x	-2	0	-5	x	CCCOC(=O)c1cc(=O)[nH]c2ccccc12	2.3*
0.7	1	86	-25	-1	5	-15	-0.8	COc1ccc(CCn2nnnc2C(c2ccc(Cl)cc2)N2CCN(C)CC2)cc1OC (configuration not stated)	1.1
-0.4	0.99	118	x	1	6	1	x	CCN(CC)CCCn1c(=S)[nH]c2cc(Cl)ccc2c1=O	0.98
0.2	0.98	112	-14	2	1	-3	0.1	CC1=C(C(=O)OC(C)C)C(c2cccc(F)c2)n2ncnc2N1 (configuration not stated)	1
-0.2	1	93	-18	6	5	-6	-1.0	O=C(CSc1nnc(-c2ccc3c(c2)OCCO3)o1)NC1CCCCC1	1.2
-0.1	1	90	4	-6	-10	2	0.4	O=C(CSc1ccc2nnc(-c3ccccc3)n2n1)N1CCCCC1	2.2*
0.0	1	126	-2	-4	-1	-3	-0.6	O=C(O)C1CC(=O)N(C2CCCCCC2)C1 (configuration not stated)	1
1.6	1	78	-13	2	-10	-14	-0.1	Cc1cc(NC(=O)CSc2nnc(C3COc4ccccc4O3)o2)no1 (configuration not stated)	1.1
